# APJ ag: agonists of human APJ apelin receptor; P35414; CHO-K1 APJ PathHunter beta-arrestin, luminescence; 0% DMSO wells, 100% apelin; activation, % at 20 µM; actives 0.11% (n = 330,000); AID 2520;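 active = activation more than six SD over the plate average, tested at 20 µM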;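 also: 0% = DMSO alone and 100% = apelin-13 at 10 nM; some results filed as inactive read as strong as hits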
# Target sequence (P35414 whole entry, looked up): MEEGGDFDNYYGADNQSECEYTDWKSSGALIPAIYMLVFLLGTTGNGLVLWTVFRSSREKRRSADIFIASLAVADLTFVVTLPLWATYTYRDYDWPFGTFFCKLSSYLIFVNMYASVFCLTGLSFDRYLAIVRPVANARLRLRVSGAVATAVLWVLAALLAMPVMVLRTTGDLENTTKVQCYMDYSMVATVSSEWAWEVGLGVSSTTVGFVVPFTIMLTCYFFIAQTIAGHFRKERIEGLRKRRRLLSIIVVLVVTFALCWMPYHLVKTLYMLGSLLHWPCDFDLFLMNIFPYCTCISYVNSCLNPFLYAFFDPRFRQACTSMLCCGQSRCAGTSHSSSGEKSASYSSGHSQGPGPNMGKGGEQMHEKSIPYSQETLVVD
#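 Incubation: overnight seeding, 90 min compound at 25 °C, 1 h detection; test system: PathHunter CHO-K1 APJ (AGTRL-1) beta-arrestin reporter cells; amount: 1000 cells/well; doses: one dose, 20 µM compound, 1% DMSO; measured by: beta-gal luminescence; measure: agonist-driven arrestin binding to APJ; benchmarks: negative DMSO alone, positive Apelin-13 at 10 nM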
# Mdm2 MdmX PPI: inhibitors of human Mdm2/MdmX interaction; O15151+Q00987; SaOS-2 split-luciferase Mdm2/MdmX complementation, luminescence; inhibition, % at 8 µM; actives 3% (n = 330,000);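 active = inhibition of at least 50% at 8 µM in the primary screen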
# CXCR6 block: blocks human CXCR6 beta-arrestin recruitment | O00574 | CHO-K1 PathHunter CXCR6 beta-arrestin, luminescence | inhibition, % at 20 µM | actives 0.36% (n = 360,000) | AID 602244; in the data active = inhibition above about 34%, passing the limit was not always enough;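 also: antagonist mode with CXCL16 agonist at 10 nM final; 0% = 10 nM CXCL16 with DMSO and 100% = unstimulated wells without agonist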
# Target sequence (O00574 whole entry, looked up): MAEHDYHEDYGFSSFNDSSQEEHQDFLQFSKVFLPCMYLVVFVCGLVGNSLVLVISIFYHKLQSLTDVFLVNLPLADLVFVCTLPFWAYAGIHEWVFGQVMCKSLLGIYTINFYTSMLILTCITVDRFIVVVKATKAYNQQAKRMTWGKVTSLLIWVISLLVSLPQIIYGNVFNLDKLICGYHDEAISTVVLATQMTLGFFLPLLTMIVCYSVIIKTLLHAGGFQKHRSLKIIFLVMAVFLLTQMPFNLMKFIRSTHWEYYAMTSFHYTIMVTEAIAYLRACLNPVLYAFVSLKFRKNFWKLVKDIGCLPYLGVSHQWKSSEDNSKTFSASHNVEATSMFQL
# EBI2 antag: blocks human EBI2 receptor beta-arrestin signaling | AID 651636 | EBI2 beta-arrestin recruitment, luminescence, 7a,25-OHC stimulated | actives 0.81% (n = 360,000) | inhibition, % at 5 µM; in the data active = inhibition above about 38%;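 also: enzyme fragment complementation signal reports receptor beta-arrestin coupling in cells; 0% = agonist plus DMSO wells and 100% = wells without agonist; some results beyond the cut were filed as inactive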
# CCR6 antag: antagonists of human CCR6 receptor; P51684; CHO-K1 CCR6 PathHunter beta-arrestin, luminescence, CCL20-stimulated; inhibition, % at 20 µM; actives 0.49% (n = 340,000); AID 493098;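 active = compounds whose inhibition of the agonist-driven luminescence signal at 20 µM reaches about 50%, limit read from the data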;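 also: cells stimulated with CCL20 at 14 nM final; plate controls were DMSO with CCL20 for no effect and DMSO without agonist for full effect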
# Target sequence (P51684 whole entry, looked up): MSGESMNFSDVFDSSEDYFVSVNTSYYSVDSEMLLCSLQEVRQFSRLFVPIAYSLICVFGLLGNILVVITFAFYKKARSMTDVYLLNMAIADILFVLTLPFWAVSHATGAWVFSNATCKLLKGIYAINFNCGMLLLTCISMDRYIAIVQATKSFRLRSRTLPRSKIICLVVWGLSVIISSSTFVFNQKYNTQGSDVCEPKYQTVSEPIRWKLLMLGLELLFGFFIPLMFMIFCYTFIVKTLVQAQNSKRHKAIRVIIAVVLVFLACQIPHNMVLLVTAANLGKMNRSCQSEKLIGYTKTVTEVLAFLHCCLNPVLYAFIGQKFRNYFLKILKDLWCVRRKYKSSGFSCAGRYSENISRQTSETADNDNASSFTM
# CHOP UPR activ: apoptotic UPR (CHOP) activation; actives 0.34% (n = 330,000); AID 449763; activation, % at 10 µM; CHO-CHOP luciferase reporter, luminescence; percent of tunicamycin response over DMSO baseline;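 active = at 10 µM dose, activation of 40% or more, normalized to positive control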;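 also: 100% = tunicamycin at 10 µg/mL and 0% = DMSO alone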
#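 System: CHO-CHOP luciferase reporter cell line | Buffer or medium: F12 medium containing 10% fetal bovine serum | Doses: One dose, 10 µM in 0.5% DMSO | Times: 6 h compound exposure at 37 °C after overnight seeding | Signal: Luciferase luminescence | Read-out: % activation vs tunicamycin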
# XBP1 UPR activ: adaptive UPR (XBP1) activation; activation, % at 20 µM; actives 0.33% (n = 330,000); CHO-XBP1 luciferase reporter, IRE1-XBP1 UPR activation, luminescence; percent of tunicamycin response, DMSO as zero;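 active = versus positive control, 20 µM dose yields 30% or more activation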;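 also: 100% = tunicamycin at 10 µg/mL and 0% = DMSO only wells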
#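 Material: CHO cell line with stable XBP1 luciferase reporter; schedule: 16-18 h cell attachment at 37 °C, then 6 h compound exposure; signal: glow luminescence from Steady-Glo reagent; medium: serum-containing F12 medium, 10% FBS; benchmarks: tunicamycin 10 µg/mL and vehicle-only wells; read-out: percent activation relative to tunicamycin reference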
# APJ antag: antagonists of human APJ apelin receptor | P35414 | CHO-K1 APJ beta-arrestin complementation, luminescence | inhibition, % at 20 µM | actives 0.32% (n = 330,000);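 active = inhibition above about 40% at 20 µM, limit read from the data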;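 also: cells challenged with 10 nM apelin-13 agonist together with compound; plate controls were apelin-13 plus DMSO wells for no effect and DMSO wells lacking apelin-13 for full effect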
# tim23-1 inh: inhibits growth of tim23-1 mutant yeast; S. cerevisiae tim23-1 growth, BacTiter-Glo luminescence, 24 h; inhibition, % at 20 µM; actives 1.3% (n = 330,000);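 active = growth inhibition of the mutant yeast at or above 50%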;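 also: temperature-sensitive mutant grown at 25 °C; plate controls were DMSO-treated mutant yeast for no effect and medium wells lacking yeast for full effect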
# Starred values were filed as active, the others as inactive. Some of the compounds tested; count on the stated rates, not on these rows.
structure	APJ ag	Mdm2 MdmX PPI	CXCR6 block	EBI2 antag	CCR6 antag	CHOP UPR activ	XBP1 UPR activ	APJ antag	tim23-1 inh
Cc1ccc(NC(=O)OCCN2CCN(S(=O)(=O)c3ccc(C)cc3)CCC2=O)cc1	9	13	-5	4	-6	-0.7	-5	10	-24
CC(C)C(=O)Nc1cccc(C(=O)N2CCCCC2C)c1 (stereo unspecified)	5	-29	-7	-17	4	0.6	-4	-7	7
CCCN(CCC)C(=O)Cn1c(=O)n(CCCCC(=O)NC2CCCC2)c(=O)c2ccccc21	-5	20	-6	-5	22	1.6	0	11	14
COc1ccc(OC)c(C2/C(=C(/O)c3cnn(-c4ccccc4)c3C)C(=O)C(=O)N2CCN(C)C)c1 (stereo unspecified)	-4	15	-7	1	0	0.3	-3	6	2
Cn1c(C(=O)N[C@@H](Cc2ccccc2)C(=O)O)cc2cc(Cl)ccc21	-1	-4	1	-6	-5	1.8	1	18	21
COC(=O)c1ccc(CSc2nnc(NC(C)C)s2)o1	0	-5	2	1	3	-0.8	0	3	22
CC(=O)Nc1ccc(S(=O)(=O)N2CCN(C(=O)c3ncoc3-c3ccc(C)cc3)CC2)cc1	2	18	0	1	5	-0.5	1	-4	10
CC(=O)N1CC(C)Oc2ccc(S(=O)(=O)NC(CC(=O)O)c3ccc(C)cc3C)cc21 (stereo unspecified)	-2	16	-1	4	7	0.3	-3	14	-4
CCN(CC(=O)Nc1ccc2c(c1)OCCO2)C(=O)c1cc(Cl)nc2ccccc12	-2	9	8	-1	13	-1.6	-5	8	14
Cc1ccc(OCCC(=O)Nc2ccc(C)c(S(=O)(=O)N3CCOCC3)c2)cc1	-1	28	-6	7	8	-0.4	0	14	29
Cc1cccn2c(=O)c(C=O)c(Nc3ccc(S(N)(=O)=O)cc3)nc12	-3	26	5	11	7	-1.8	-4	9	-10
Cc1c(OCC(=O)N2C[C@H]3C[C@@H](C2)c2cccc(=O)n2C3)ccc2c3c(c(=O)oc12)CCC3	-4	36	5	1	-1	-0.8	-1	12	11
O=C(CCS(=O)(=O)Cc1ccccc1)Nc1nncs1	-1	34	-4	3	6	0.1	1	7	1
COc1cccc(CNC(=O)c2ccc(CS(=O)Cc3ccc(C)cc3)o2)c1 (stereo unspecified)	1	16	-3	2	-2	-0.6	-6	13	10
O=C1c2ccc([N+](=O)[O-])cc2S(=O)(=O)N1Cc1ccccc1	14	10	-30	-7	-29	24	6	-51	76*
C=CCOC(=O)/C(=C\C=C\c1ccccc1)NC(=O)c1ccccc1	3	1	7	11	15	1.5	-1	11	31
CN(C)C(=O)Cn1c(=O)n(S(=O)(=O)c2ccccc2)c2ccccc21	-2	18	-8	-1	1	-0.6	-1	-15	0
O=C(c1ccccc1)N1CCN(CC(O)COc2ccc(Br)cc2)CC1 (stereo unspecified)	1	16	-8	71*	-1	3.2	-7	-16	10
O=C(Cn1cnc2cc([N+](=O)[O-])ccc2c1=O)N1CCN(S(=O)(=O)c2ccccc2)CC1	5	22	-20	-20	-18	-0.6	0	-21	-11
CCN(C(=O)COC(=O)CCC(=O)c1ccccc1)c1c(N)n(Cc2ccccc2)c(=O)[nH]c1=O	-2	3	1	-5	9	1.4	1	-19	-11
COc1ccc(C(=O)Nc2nncs2)cc1S(=O)(=O)N1CC(c2ccccc2)CC1=O (stereo unspecified)	-5	12	7	-1	9	-2.0	-1	7	4
O=C1CC(N2CCN(Cc3ccc(Cl)cc3)CC2)C(=O)N1CCc1ccccc1 (stereo unspecified)	0	-11	-15	16	10	1.9	-2	10	11
O=C(CSc1nc2c(cnn2-c2ccccc2)c(=O)[nH]1)N1N=C(c2cccs2)CC1c1ccc(F)cc1 (stereo unspecified)	-1	-22	-1	16	8	1.8	-1	13	-6
Cc1nnc(SCC(=O)Nc2cccc(N)c2)n1-c1ccccc1	3	8	-2	-9	9	1.8	-3	4	-1
CC(NC(=O)NC(=O)c1ccc(F)cc1)C1CC1 (stereo unspecified)	-2	-7	-1	-15	-1	4.5	0	-8	7
Cc1ccc(O)c(/C=N/NC(=O)c2[nH]ncc2Br)c1	-1	-19	0	-6	-5	2.2	0	-15	20
CCOCCCNC(=S)N1C2CCC1CC(NC(=O)NC1CCCCC1)C2 (stereo unspecified)	0	-17	-1	-8	10	-1.4	-4	6	-4
O=C(COC(=O)C1=COCCO1)Nc1cccc(Oc2ccccc2)c1	4	3	-4	0	8	-1.4	0	9	14
Cc1ccc(NC(=O)c2cccc(NC3=NC4CS(=O)(=O)CC4S3)c2)cc1 (stereo unspecified)	0	31	-1	-10	-8	1.9	0	8	11
COC(C[C@H](O)CC(=O)[C@@H](C)OCc1ccccc1)OC	5	-12	-6	-4	3	1.2	1	0	9

# Later entries
structure	APJ ag	Mdm2 MdmX PPI	CXCR6 block	EBI2 antag	CCR6 antag	CHOP UPR activ	XBP1 UPR activ	APJ antag	tim23-1 inh
COc1cccc(NS(=O)(=O)c2ccc3c(c2)CCCN3C(C)=O)c1	-3	21	4	1	-5	1.1	-6	4	7
CC(C)(C)c1ccc(NC(=O)COC(=O)C2(C)CC2(Cl)Cl)cc1 (stereo unspecified)	-3	-63	4	8	1	6.3	5	10	28
C=CCNC(=S)NNC(=O)COc1ccc(Cl)cc1Cl	-4	0	10	10	-16	1.4	6	26	34
C=CCc1ccc(OCCOc2cccc3ccc(C)nc23)c(OC)c1	-2	13	4	18	13	3.6	0	-6	46
C=CCOc1ccc(/C=N/O)cc1Cl	-2	24	2	-14	3	0.0	0	-5	18
CC(=O)c1ccc(N2CCN(C(=O)c3ccc4ccccc4n3)CC2)cc1	-3	-20	-4	-4	8	1.6	4	-5	-1
O=C(CCCn1c(SCc2cc(=O)n3ccccc3n2)nc2ccccc2c1=O)NCC1CCCO1 (stereo unspecified)	0	-4	-1	3	-2	-1.9	2	5	10
Nc1ccc(Sc2cnn(-c3ccccc3)c(=O)c2Cl)cc1	-1	4	7	4	19	-0.9	0	4	50*
COc1ccc(NC(=O)C2CCC(=O)N2S(=O)(=O)c2ccc(C)cc2)cc1Cl (stereo unspecified)	1	-23	4	12	-1	0.8	-2	6	12
CC1(C)C(=O)C2(C(=O)NCc3ccccc3)CCC1C2 (stereo unspecified)	-5	17	-12	2	17	2.4	2	-10	6
O=C(CCOc1ccccc1)Nc1cccc([N+](=O)[O-])c1	-4	8	-4	-26	4	0.4	1	27	-1
COc1cc(C(=O)NCCc2cn3ccccc3n2)cc(OC)c1OC	-1	12	1	-5	2	-0.9	0	10	20
c1ccc(Cn2ncc3c(N4CCCCC4)ncnc32)cc1	-1	-19	-11	-1	-8	-0.7	0	-11	11
O=C(Cc1ccc(Cl)cc1)NCCc1ccc(F)cc1	1	9	2	7	14	0.6	-2	0	-29
CN(C)C1=NCC(CSC(=N)N)S1 (stereo unspecified)	-4	15	4	-3	16	-0.8	-3	6	-15
O=C(Cc1cccs1)Nc1ccccc1F	-3	2	-6	5	9	-0.1	-1	10	2
COc1ccccc1N(C(=O)NCc1ccccc1)C1=NCC(C)S1 (stereo unspecified)	-2	-12	0	7	19	2.2	0	-4	16
COC(=O)C1=C(C(=O)OC)C(c2cc([N+](=O)[O-])ccc2O)c2sc(=O)[nH]c2S1 (stereo unspecified)	0	15	0	11	5	-1.1	-2	-1	17
CC(=O)/C=C1\N(C)c2ccc(C)cc2C1(C)C	1	39	-2	-8	-10	1.7	-3	10	8
COc1ccc(NC(=O)CSc2nc(C)cs2)cc1OC	-3	15	0	-4	11	-1.3	0	-5	15
O=C(Nc1nc(-c2ccc(S(=O)(=O)N3CCCC3)cc2)cs1)C1COc2ccccc2O1 (stereo unspecified)	5	46	3	-9	13	2.5	-7	-7	25
CC(=O)Nc1c(O)[nH]c2ccccc12	-6	16	-1	10	9	0.5	0	18	1
COc1ccccc1N1CCN(c2cc(N3CCCC3)nc(C)n2)CC1	-3	-5	0	2	2	-0.7	-1	-14	20
O=S(=O)(c1cnc(Cl)c(Cl)c1)N1CCCc2ccccc21	5	33	-2	0	3	-0.6	0	-7	15
CC(C)NC(=O)NC(=O)COC(=O)c1ccccc1F	-7	1	-2	-10	7	0.1	-1	-6	3
COC/C=C/C1=CC2=CC(=O)C(C)(OC(=O)c3cnc4ccccc4n3)C(=O)C2=CN1Cc1ccc(OC)cc1 (stereo unspecified)	8	16	-7	-2	13	-2.2	-2	-7	6
O=S(=O)(c1cccc(-c2nnco2)c1)N1CCOCC1	-3	-1	0	-9	-8	-1.4	0	-8	11
O=C(CN1C(=O)/C(=C/c2ccccc2)SC1=S)N1CCN(CCc2ccccn2)CC1	3	84*	-1	11	10	1.3	-4	14	40
Cc1ccc(Sc2ncccc2COC(=O)Nc2ccccc2)cc1	-2	6	-5	12	37	-0.7	-3	13	38
COc1ccc(OC)c(CCNC(=O)CCn2nc(C)c3c(C)n(-c4ccccc4)nc3c2=O)c1	-2	33	1	-1	4	-1.4	-4	-27	40

# 4 entries from above in another layout.
# Second line of a record – APJ ag | Mdm2 MdmX PPI | CXCR6 block | EBI2 antag | CCR6 antag | CHOP UPR activ | XBP1 UPR activ | APJ antag | tim23-1 inh
COc1cc(C(=O)NCCc2cn3ccccc3n2)cc(OC)c1OC
→ -1 | 12 | 1 | -5 | 2 | -0.9 | 0 | 10 | 20
c1ccc(Cn2ncc3c(N4CCCCC4)ncnc32)cc1
→ -1 | -19 | -11 | -1 | -8 | -0.7 | 0 | -11 | 11
O=C(Cc1ccc(Cl)cc1)NCCc1ccc(F)cc1
→ 1 | 9 | 2 | 7 | 14 | 0.6 | -2 | 0 | -29
CN(C)C1=NCC(CSC(=N)N)S1 (stereo unspecified)
→ -4 | 15 | 4 | -3 | 16 | -0.8 | -3 | 6 | -15

# The results go on:
structure	APJ ag	Mdm2 MdmX PPI	CXCR6 block	EBI2 antag	CCR6 antag	CHOP UPR activ	XBP1 UPR activ	APJ antag	tim23-1 inh
COc1ccc(OC)cc1	-4	10	-1	-6	-4	-0.9	-2	6	-5
O=C(NCc1ccco1)c1cc2c(s1)CCCCC2	-2	-39	-5	2	-10	0.9	1	16	28
Cc1cc(OCC(=O)N2CCOCC2)ccc1[N+](=O)[O-]	-1	-2	0	2	10	0.5	5	6	22
O=C(NCC1CCCO1)c1ccc(COc2ccccc2)cc1 (stereo unspecified)	-4	27	1	-12	1	2.0	-2	8	17
O=C(O)CC/C(=N\NC(=O)c1ccccc1)c1cccs1	-3	-24	-4	-3	1	1.9	-1	12	12
CCN1CCN(CCNC(=O)CCc2c(C)c3c(C)nn(-c4ccccc4)c3n(C)c2=O)CC1	-1	23	4	8	5	-0.6	-2	1	4
O=C(OCCN1CCOCC1)c1ccc(O)cc1	-3	1	-5	-5	2	2.2	0	-3	-5
